Source: PubChem (Southern Research Specialized Biocontainment Screening Center)
H37Rv inhibition: M. tuberculosis growth inhibition, HTS (AID 449762); one-dose inhibition, % at 25 µM; IC50 in µM for titrated hits; M. tuberculosis H37Rv growth inhibition, 7H9 media; higher % means a stronger effect; hit rate 0.59% among 330,000; in the data active means a potency from the dose series; inconclusive means inhibition above about 70% without an active follow-up result;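 further: bacterial growth assessed after seven days of incubation; strong numbers were not always called active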
influenza NS1A: H1N1 influenza NS1A inhibitors, functional cell based assay (AID 504329); NS1A functional cell-based assay, percent inhibition; higher % means a stronger effect; inhibition, % at 12.5 µM; hits with a dose series show IC50 in µM; hit rate 0.3% among 340,000; in the data active means a potency from the dose series; inconclusive means inhibition above about 27% without an active follow-up result; further: strong numbers were not always called active
inhibitors of VEEV: inhibitors of VEEV TC-83 cytopathic effect, confirmation, Vero cells (AID 588727); Vero cells, VEEV TC-83 cytopathic effect inhibition; higher % means a stronger effect; inhibition, % at 20 µM, or IC50 in µM where a hit was titrated; hit rate 0.13% among 350,000; in the data active means a potency from the dose series; inconclusive means inhibition mostly from about 14% at the one dose, without a potency; inactive means the rest, 99 in 100 with inhibition below about 12%; further: strong numbers were not always called active
tuberculosis growth: growth inhibition of non-replicating M. tuberculosis (AID 488890). Mycobacterium tuberculosis non-replicating, growth inhibition; higher % means a stronger effect. inhibition, % at 25 µM, or IC50 in µM where a hit was titrated. hit rate 0.39% among 320,000; in the data active means a potency from the dose series; inconclusive means inhibition mostly from about 82% at the one dose, without a potency; inactive means the rest, 99 in 100 with inhibition below about 76%;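 further: plate controls were DMSO cells for no effect and high antibiotic wells for full effect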
Salmonella PhoP GFP: PhoP regulon inhibitors, Salmonella typhi PhoP promoter GFP reporter, confirmatory (AID 1850). Salmonella Typhi PhoP-promoter GFP reporter, fluorescence, 4 h; higher % means a stronger effect. inhibition, % at 50 µM, or IC50 in µM where a hit was titrated. hit rate 0.33% among 310,000; in the data active means a potency from the dose series; inconclusive means inhibition mostly from about 25% at the one dose, without a potency; inactive means the rest, 99 in 100 with inhibition below about 19%;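 further: 0% = induced wells with vehicle and 100% = uninduced wells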
inhibitors of VEEV 10K pilot screen: second read-out of inhibitors of VEEV, no call of its own (marks repeat the call); inhibition, %; measured here: 10K pilot screen inhibition
Starred values were filed as active, the others as inactive; i = inactive; ? = inconclusive; · = no result given.

Preview, 2 compounds:
SMILES	H37Rv inhibition	influenza NS1A	inhibitors of VEEV	tuberculosis growth	Salmonella PhoP GFP	others
Cc1occc1C(=O)Nc1cc(C(C)(C)C)on1	3%	6%	i	9%	-2%
Cc1cc(F)ccc1NS(=O)(=O)c1c(C(=O)N2CCOCC2)c(C)n(C)c1C	-1%	-11%	i	-8%	6%

This part in full (from the top)
SMILES	H37Rv inhibition	influenza NS1A	inhibitors of VEEV	tuberculosis growth	Salmonella PhoP GFP	others
Cc1occc1C(=O)Nc1cc(C(C)(C)C)on1	3%	6%	i	9%	-2%
Cc1cc(F)ccc1NS(=O)(=O)c1c(C(=O)N2CCOCC2)c(C)n(C)c1C	-1%	-11%	i	-8%	6%
COc1ccc(CCN2C(=O)C(Oc3ccccc3)C2c2ccc3c(c2)OCO3)cc1 (stereo not given)	-3%	-1%	0.3%	-17%	-4%	inhibitors of VEEV 10K pilot screen=0.5
COc1ccccc1N(C)S(=O)(=O)c1ccc(C(=O)Nc2ccncc2)cc1	6%	-5%	8.9%	10%	1%
COc1cc(/C=C2\NC(=S)N(C)C2=O)ccc1O	1%	-8%	1.2%	-15%	0%
CNC(=O)c1c(NC(=O)CCS(=O)(=O)c2ccccc2)sc(C)c1C	-13%	-7%	0.5%	-13%	0%
CC(C)(C)c1ccc(/C=N/NC(=O)CN2CCS(=O)(=O)CC2)cc1	-12%	-7%	0.9%	-13%	-2%
Cc1ccsc1/C=N/NC(=O)c1nnn(-c2nonc2N)c1CN(C)c1ccccc1	-3%	8%	?	-9%	-7%
Cc1cc(C)cc(NC(=O)CN2CCC(C(=O)c3ccccc3)CC2)c1	4%	3%	i	20%	13%
COc1ccc(CCNC(=O)C(=O)NCC2OCCN2S(=O)(=O)c2ccc(C)cc2)cc1 (stereo not given)	-6%	3%	1.3%	19%	0%	inhibitors of VEEV 10K pilot screen=1.1
CCOC(=O)c1ccc(NC(=O)c2cccc(S(=O)(=O)N3CCN(C(C)=O)CC3)c2)cc1	1%	1%	5.2%	5%	3%
O=C1c2ccccc2C(=O)N1CCc1csc(-c2ccccc2)n1	-2%	-2%	i	8%	14%
Cc1nn(Cc2c(Cl)cccc2Cl)c(C)c1NC(=O)c1cnn2c(C(F)F)cc(-c3ccccc3)nc12	56%	3%	5.8%	-5%	-19%
Cc1cc(C(=O)CN2C(=O)NC(C)(c3cc(F)ccc3F)C2=O)c(C)n1C1CC1 (stereo not given)	1%	2%	2.9%	18%	·
CC(=O)NCCNC(=O)c1ccc(CSc2ccc(Cl)cc2)cc1	2%	-4%	0.5%	67%	-29%
Cn1nc(C(F)(F)F)c(-c2cccc(C(F)(F)F)c2)c1NC(=O)CSCC(=O)O	-3%	-3%	i	-10%	9%
O=C(OCCc1cc2ccccc2c(=O)o1)c1ccc2c(c1)OCO2	0%	-11%	4.0%	26%	·	inhibitors of VEEV 10K pilot screen=1.8
CCOC(=O)C1CCN(c2ncnc3c2oc2ccc(Cl)cc23)CC1	2%	3%	0.8%	78%	-1%
O=P1(Nc2cccnc2)COc2ccccc2OC1	-19%	8%	4.7%	-5%	6%
COC(=O)c1cc(NC(=S)N2CCN(c3ccccn3)CC2)cc(C(=O)OC)c1	2%	-6%	0.5%	29%	-3%
CCOC(=O)C1=C(CNCCc2ccc(Cl)cc2)NC(=O)NC1c1ccc2c(c1)OCO2 (stereo not given)	3%	2%	7.8%	26%	4%
COc1ccc(NC(=S)NC2CCCCC2)cn1	1%	-4%	1.3%	43%	-4%
Cc1cc(C)nc(/N=C(/NC(=O)Nc2ccc(Cl)c(Cl)c2)Nc2cccc(Cl)c2)n1	-6%	46%	0.3%	-8%	-8%
COc1ccc(CC(=O)NC2CCSc3ccccc32)cc1OC (stereo not given)	-3%	-6%	1.7%	-9%	-15%
c1ccc(-c2nc(-c3ccncc3)n[nH]2)nc1	0%	9.2µM*	1.9%	-10%	-2%
Cc1cc(C)[n+](C)n1CC(O)Cn1c2ccccc2c2ccccc21 (stereo not given)	-2%	-3%	4.3%	13%	-3%
Cc1ccc([N+](=O)[O-])cc1S(=O)(=O)Nc1cccc(S(=O)(=O)NC2=NCCC2)c1	2%	1%	1.4%	15%	·
NS(=O)(=O)c1ccc(CCNC(=O)C(=O)c2cn(CC(=O)N3CCOCC3)c3ccccc23)cc1	-9%	-15%	0.3%	-9%	-6%
Cc1ccc(Cl)cc1N1CCN(C(=O)C2CCN(S(=O)(=O)c3cccnc3)CC2)CC1	?	2%	4.6%	64%	14%
CN1C(=O)CC(C(=O)O)SC1=Nc1cc(Cl)c(O)c(Cl)c1 (stereo not given)	-21%	0%	i	-11%	-4%
O=C(COc1ccc([N+](=O)[O-])cc1Cl)NCCc1ccccc1	5%	-2%	0.5%	25%	-3%
N#Cc1cccc(NC(=O)CC2CCCCC2)c1	6%	-13%	i	28%	0%
CC(=O)c1ccc(OCCCC(=O)Nc2ccc(C)c(S(=O)(=O)N(C)C)c2)cc1	-6%	-2%	i	21%	-12%
O=C(COC(=O)c1cc(=O)[nH]c(=O)[nH]1)Nc1cccc(Cl)c1	-1%	-4%	6.0%	1%	·
O=C(O)c1ccc(N/N=C/c2ccc(-c3ccc(Br)cc3)o2)cc1	?	-5%	5.6%	?	-3%
Cn1nc(C(C)(C)C)cc1C(=O)NNC(=O)c1ccc(C(F)(F)F)cc1	-12%	-21%	2.0%	-9%	2%

Looked up by structure from the entries so far, 5 records:
SMILES	H37Rv inhibition	influenza NS1A	inhibitors of VEEV	tuberculosis growth	Salmonella PhoP GFP	others
COc1ccc(NC(=S)NC2CCCCC2)cn1	1%	-4%	1.3%	43%	-4%
CCOC(=O)c1ccc(NC(=O)c2cccc(S(=O)(=O)N3CCN(C(C)=O)CC3)c2)cc1	1%	1%	5.2%	5%	3%
CC(=O)NCCNC(=O)c1ccc(CSc2ccc(Cl)cc2)cc1	2%	-4%	0.5%	67%	-29%
O=C(COc1ccc([N+](=O)[O-])cc1Cl)NCCc1ccccc1	5%	-2%	0.5%	25%	-3%
COC(=O)c1cc(NC(=S)N2CCN(c3ccccn3)CC2)cc(C(=O)OC)c1	2%	-6%	0.5%	29%	-3%

(more compounds)
SMILES	H37Rv inhibition	influenza NS1A	inhibitors of VEEV	tuberculosis growth	Salmonella PhoP GFP	others
Cc1ccc(CC2(c3ccccc3)NC(=O)NC2=O)cc1 (stereo not given)	·	3%	i	·	·
COc1ccc(CNC(=O)Cn2ncn3cccc3c2=O)cc1	1%	·	·	-8%	-6%
Cc1cc(/C=N\NC(=O)COc2cccc3cccnc23)c(C)n1-c1ccc(Br)cc1	34%	9%	6.7%	64%	5%	inhibitors of VEEV 10K pilot screen=5.7
CCOC(=O)c1sc(NC(=O)C(CC)Sc2nnc3c4ccccc4n(CC)c3n2)nc1C (stereo not given)	2%	3%	2.0%	3%	-1%
CC(C)CNC(=O)NC(=O)COC(=O)c1cccc(NS(=O)(=O)c2ccc(F)c(F)c2)c1	0%	3%	0.9%	43%	-5%
COc1ccc(CNC(=O)CN2C(=O)COc3ccc(S(=O)(=O)N4CCC(C)CC4)cc32)cc1	6%	-2%	2.2%	4%	7%
COc1ccccc1-n1c(SCC(=O)OC(C)C)nc2cccnc21	-1%	9%	1.6%	19%	11%
Cc1ccc(NC(=O)CSc2nnc(-c3ccccn3)n2N)cc1F	43%	·	0.3%	40%	-1%
CN(C(=O)COC(=O)c1cc([N+](=O)[O-])ccc1Sc1ccccc1)C1CCS(=O)(=O)C1 (stereo not given)	5%	0%	3.9%	19%	1%
O=C(NCc1cccnc1)C(Cl)(Cl)Cl	1%	-5%	2.1%	-2%	-9%
Cc1ccc(S(=O)(=O)/N=C(/c2ccc(F)cc2)N(C)C)cc1	17%	-8%	0.1%	5%	-20%
CONC(=O)c1cc(OCC(F)(F)F)ccc1OCC(F)(F)F	43%	-10%	0.6%	-31%	1%
Cn1c(COc2ccccc2)nnc1SCC(=O)Nc1nnc(C2CC2)s1	·	-23%	1.0%	·	·
Cc1ccc(S(=O)(=O)N2CCC(C(=O)Nc3ccc4c(c3)OCO4)CC2)cc1	1%	25%	1.6%	14%	0%
Cc1cc(C)nc(Nc2cccc3ccccc23)n1	4%	-26%	1.9%	19%	3%
COc1ccc(S(N)(=O)=O)cc1C(=O)OCC(=O)Nc1ncc(Cl)c(C)c1Cl	-9%	-27%	3.1%	-9%	·
COc1cc(C(=O)Nc2ccc3c(c2)OCO3)c([N+](=O)[O-])cc1OC	-4%	11%	0.1%	11%	-12%
CCOc1ccc(NC(=O)CNC(=O)c2cn(-c3ccccc3OC)c(=O)c3ccccc23)cc1	-3%	1%	5.0%	13%	-1%	inhibitors of VEEV 10K pilot screen=3.3
CC1(C)CC(O)C(CCC(O)c2ccccc2)C(C)(C)N1 (stereo not given)	-1%	9%	0.5%	-3%	6%
OCCCn1c(C2CCCN2c2nc(-c3ccc(Cl)cc3)cs2)nc2cc(Cl)c(N3CCCCC3)cc21 (stereo not given)	-5%	8%	12%	6%	-8%
Clc1ccc(-c2ccnc(-n3cccc3)n2)s1	28%	-1%	i	14%	6%
CCCCc1ccc(NC(=O)c2ccc(NS(C)(=O)=O)cc2)cc1	-1%	3%	2.2%	-11%	4%
COc1ccc(/C=C/C(=O)c2ccc(Cl)s2)cc1O	?	-2%	9.3%	?	14%
Cc1nn(C)c(C)c1N1C(=O)c2cccc3c(Br)ccc(c23)C1=O	4%	7%	1.2%	-9%	3%
COc1ccccc1NC(=O)NNC(=O)c1ccc2ccccc2c1	-10%	-3%	5.3%	-7%	-6%
CCCCN(C(=O)COC(=O)c1ccc(C)s1)c1c(N)n(CCC)c(=O)[nH]c1=O	0%	11%	0.1%	-1%	·
Clc1ccc(-c2nc(C3CCCCC3)no2)cc1	1%	-5%	i	64%	6%
CCOc1ccccc1NC(=O)CCS(=O)(=O)c1ccc2c(c1)CCN2C(C)=O	0%	7%	0.9%	5%	3%
O=C(Nc1ccc(NC(=O)C2CC2)cc1)c1ccco1	-6%	8%	3.2%	4%	17%
CN(C)S(=O)(=O)c1cccc(NC(=O)COC(=O)CCOc2ccccc2)c1	-5%	-9%	0.5%	7%	-6%
CCCNC(=O)CSc1nc2ccccc2c(=O)n1CCC	10%	1%	0.1%	4%	-23%
O=C(C1CC1)N1CCc2cc(Br)cc(S(=O)(=O)NCCN3CCOCC3)c21	0%	-2%	0.6%	-7%	-10%	inhibitors of VEEV 10K pilot screen=0.2
Cc1ccc(-c2csc(N=C(N)N)n2)c(C)c1	7%	·	i	80%	50µM*
CCCOc1ccc(C(NC(=O)CC(C)C)NC(=O)CC(C)C)cc1OC	-8%	6%	i	9%	-6%
Cc1ccc(SC(C)C(=O)NC2CC2)cc1 (stereo not given)	-12%	-4%	1.6%	-1%	-4%
O=C(CN1CC[n+]2c(-c3ccccc3)csc21)c1ccc(Br)cc1	-4%	·	5.2%	15%	7%
CC[C@@H]1CCCCc2ccccc2[C@H](C(=O)C[C@H](O)CC(C)=O)OC1=O	9%	-7%	0.4%	-1%	·
CCCN(CCC)CCNc1c(NC2CCN(C(=O)OCC)CC2)c(=O)c1=O	-9%	-11%	0.2%	·	9%
Cc1nnsc1C(=O)NC(C)C12CC3CC(CC(C3)C1)C2 (stereo not given)	-3%	5%	0.5%	33%	-2%
O=C(N/N=C/C=C/c1ccccc1[N+](=O)[O-])c1cccs1	-12%	-9%	0.3%	-6%	-3%
CCC(C)N1CCN(C(=O)c2cccs2)CC1 (stereo not given)	-12%	-16%	1.7%	-7%	4%
CCN(CC)CC#CCC(O)(c1ccccc1)c1ccc(Br)cc1 (stereo not given)	10%	-9%	i	23%	-3%
O=C1C(=Cc2cccs2)C(=O)c2ccccc21	0%	12%	0.5%	-7%	-3%
Cc1ccc(NC(=O)c2ccncc2)cc1[N+](=O)[O-]	5%	6%	1.4%	-2%	-4%
Cc1[nH]c2ccccc2c1C(O)CN1CCC2(CC1)OCCO2 (stereo not given)	2%	4%	?	1%	7%
CCOc1ccc(C(C)NC(=S)NCc2ccc(F)cc2)cc1 (stereo not given)	-3%	-6%	0.7%	46%	-6%
O=C(Nc1ccccc1)c1ccccc1NC(=O)C1CCCCC1	10%	10%	0.4%	2%	3%
Cc1cccc(C(=O)N(Cc2cccs2)C2CCS(=O)(=O)C2)c1 (stereo not given)	5%	0%	0.5%	-4%	12%
COc1ccccc1/C=C/C(=O)OCC(=O)N1c2ccccc2CC1C (stereo not given)	3%	-7%	2.6%	26%	·
CCC(C)(C)NC(=O)C(OC(=O)c1cc2sccc2n1C)c1ccc(OC)cc1 (stereo not given)	-7%	-4%	i	-40%	4%
